# M1AAP inhibition – P. falciparum M1AAP inhibitors, biochemical, fluorogenic H-Leu-NHMec substrate, 1536-well (AID 1445); recombinant M1AAP, H-Leu-NHMec fluorogenic kinetic assay; higher % means a stronger effect; inhibition, % at 30 µM, or IC50 in µM where a hit was titrated; actives 0.42% (n = 220,000);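 active = primary inhibition above the hit cutoff, then over 50% inhibition at one or more dose response concentrations, cut at about 23% in these data, passing the limit was not always enough; inconclusive = conflicting primary data, or primary hits not chosen for dose response; inactive = low primary inhibition, or under 50% at every dose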;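 also: plate controls were DMSO full reaction for no effect and no enzyme background for full effect; strong numbers were not always called active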
# AID2073 – disruptors of CaV2.2 binding to Mint1 – biochemical, HTRF (AID 2073); one-dose inhibition, % at 20 µM; IC50 in µM for titrated hits; HTRF protein-protein interaction, Mint1-CaV2.2; higher % means a stronger effect; actives 0.19% (n = 290,000); in the data active = inhibition mostly above about 51%, no sharp cut-off; inconclusive = no clear call, values can overlap the other calls; inactive = mostly below about 53%; also: some results filed as inactive read as strong as hits
# Siah-1 displacement – blockers of Siah-1 interaction with plectin peptide – biochemical, fluorescence polarization, rhodamine-plectin, uHTS, primary screen (AID 1817); Siah-1 / rhodamine-plectin peptide fluorescence polarization; higher % means a stronger effect; actives 0.02% (n = 290,000); one-dose displacement, % at 20 µM; IC50 in µM for titrated hits;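 active = displacement of at least 50% at 20 µM, with a fluorescence ratio check between 0.3 and a set limit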;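 also: plate controls were Siah plus tracer with DMSO for no effect and tracer alone without Siah for full effect; strong numbers were not always called active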
# PMI inhibition – MPI inhibition at elevated mannose 6-phosphate – biochemical, fluorescence intensity, high mannose 6-phosphate, primary screen (AID 1220). recombinant PMI enzyme, coupled fluorescence intensity; higher % means a stronger effect. inhibition, % at 20 µM, or IC50 in µM where a hit was titrated. actives 0.66% (n = 190,000)
# Dynein transport – blocks dynein driven cargo transport along microtubules | actives 0.47% (n = 220,000) | 3617.4 mouse cells, GR-EGFP nuclear translocation imaging; test concentration mostly 20 µM; stimulated with dexamethasone, 1 µM; hits give low values | z-score, hits read low;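 active = plate z-score of nuclear minus cytoplasmic receptor signal below a set negative limit, without overly bright fluorescence or cell loss, cut at about -3.5 in these data, passing the limit was not always enough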;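 also: z-score of nuclear minus cytoplasmic ring GR-EGFP intensity difference per well; some compounds called inactive have numbers as strong as hits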
#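 Buffer or medium: tet-free, stripped-serum medium; reagent: dexamethasone at 1.0 µM final, 30 min; incubation: 48 h induction, 1 h compound, 30 min dex at 37 °C; measured by: formaldehyde fixation, Hoechst nuclear stain, 10x automated fluorescence imaging; read-out: nuclear-to-cytoplasmic GR-EGFP distribution per well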
# P. falciparum M17LAP – P. falciparum M17LAP inhibitors, primary screen, biochemical, fluorogenic H-Leu-NHMec substrate, 1536-well (AID 1619); one-dose inhibition, % at 30 µM; IC50 in µM for titrated hits; recombinant M17LAP, H-Leu-NHMec fluorogenic kinetic assay; higher % means a stronger effect; actives 0.38% (n = 220,000);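 active = compound inhibiting the enzyme by more than half at any dose during confirmatory dose-response retesting; inconclusive = strong single-dose inhibitors picked by rank but not retested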;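 also: plate controls were full reaction with DMSO carrier for no effect and no enzyme background for full effect; strong numbers were not always called active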
# XIAP displacement – small molecules displacing peptide from XIAP – biochemical, IAP family, fluorescence polarization (AID 1018); XIAP BIR domain, fluorescence polarization peptide displacement; higher % means a stronger effect; one-dose displacement, % at 20 µM; IC50 in µM for titrated hits; actives 0.007% (n = 200,000); in the data active = displacement above about 50%; also: a part of the inactive calls stands beside numbers as strong as those of hits
# PMI inhibitors – MPI enzyme activity inhibition – biochemical, fluorescence intensity, coupled assay, primary screen (AID 1209); purified PMI enzyme, coupled fluorescence intensity; higher % means a stronger effect; actives 0.42% (n = 190,000); inhibition, % at 20 µM, or IC50 in µM where a hit was titrated;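 also: plate controls were DMSO vehicle for no effect and wells lacking substrate for full effect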
# LYP phosphatase – PTPN22 lymphoid phosphatase activity blockers – biochemical, fluorescence intensity, uHTS (AID 1779). inhibition, % at 11.5 µM, or IC50 in µM where a hit was titrated. actives 0.054% (n = 290,000). recombinant LYP phosphatase, fluorescence intensity; higher % means a stronger effect;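 also: plate controls were vehicle with enzyme for no effect and no enzyme for full effect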
# Dynein transport cytoplasmic EGFP – second read-out of Dynein transport, no call of its own (marks repeat the call); z-score; measured here: cytoplasmic GR-EGFP intensity; hits give high values
# Dynein transport nuclear GR-EGFP – also measured in Dynein transport; calls as there; z-score; measured here: nuclear GR-EGFP intensity;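 lower value marks the stronger effect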
# Dynein transport cell count – recorded beside Dynein transport, whose call it bears; z-score; measured here: cell count per field
# Starred values were filed as active, the others as inactive; u = inconclusive; x = no result given. Rule as the data show it, unless noted: active = inhibition above about 50%; inactive = the rest.
structure,M1AAP inhibition,AID2073,Siah-1 displacement,PMI inhibition,Dynein transport,Dynein transport cytoplasmic EGFP,Dynein transport nuclear GR-EGFP,Dynein transport cell count,P. falciparum M17LAP,XIAP displacement,PMI inhibitors,LYP phosphatase
N#CC1=C(N)n2c(s/c(=C\c3cccs3)c2=O)=C(C#N)C1c1cccs1 (stereo unspecified),29%,22%,2%,10%,1,0.96,1.1,-1.3,u,-8.7%,-17%,11%
CCOC(=O)C1C(=O)NC(SCC(N)=O)=C(C#N)C1c1ccccc1OCC (stereo unspecified),8%,-19%,-5%,2%,0.56,-0.19,0.58,-0.19,-5%,-21%,-5%,2%
O=C(CSc1ccc2ccccc2c1)Nc1nc2ccccc2[nH]1,1%,1%,6%,-20%,0.099,-0.21,0.1,0.21,17%,2.9%,-24%,-8%
CN1/C(=C\C=C2\N=C(c3ccc(F)cc3)OC2=O)C(C)(C)c2ccccc21,13%,-5%,1%,-61%,1.8,2.1,1.7,-1.6,15%,x,-27%,1%
Cc1ccc(NCc2nnc(SCC(=O)NCc3ccco3)n2CC2CCCO2)c(C)c1 (stereo unspecified),5%,1%,-1%,8%,-0.44,0.033,0.077,-0.34,13%,-2.3%,15%,-2%
O=C(c1ccc(OCC2CCCO2)cc1)N1CCN(c2ccccc2)CC1 (stereo unspecified),2%,-4%,2%,-3%,0.38,-0.29,0.00059,0.89,7%,-4.9%,1%,-1%
Cc1c(N=C2SCC(=O)N2/N=C\c2ccc(Br)cc2)c(=O)n(-c2ccccc2)n1C,2%,5%,-1%,2%,-0.66,-0.24,-0.62,0.9,20%,0.8%,10%,5%
CC1(C)CC(=O)C(C=NC(CCC(N)=O)C(=O)O)=C(O)C1 (stereo unspecified),-4%,2%,-3%,11%,-0.29,-0.23,-0.22,0.41,0%,-3.2%,12%,2%
CC(=O)Nc1ccc(C(=O)OCC(=O)Nc2ccccc2Sc2ccccc2)cc1,3%,-1%,4%,2%,-0.32,0.24,-0.48,0.87,9%,-4.4%,4%,3%
CCCCC(=O)Nc1cc(C)c2c(=O)oc3ccccc3c2n1,-1%,-6%,4%,4%,0.29,0.4,0.74,0.28,-4%,-0.6%,12%,-5%
CCS(=O)(=O)Nc1cccc(-c2nc3cccnc3s2)c1,7%,25%,-5%,x,-1.2,-0.21,0.056,-0.34,-3%,x,x,0%
C/C(=N/Nc1nc(-c2ccccc2)cc(-c2ccccc2)n1)c1ccc(N)cc1,3%,-11%,2%,4%,-0.14,-0.26,-0.15,-0.028,4%,0.8%,15%,14%
Cc1ccc(NC(=O)c2cccs2)cc1S(=O)(=O)N(C)C,0%,5%,6%,14%,-0.2,-0.3,-0.34,-0.14,-2%,-7.5%,5%,-4%
CC12CNCC(C)(CN(C(c3ccccc3)c3ccccc3)C1)C2,-3%,15%,-3%,1%,0.22,-0.24,0.53,0.13,-10%,1.3%,1%,-7%
COc1ccc(C(=O)Sc2ccc(C)cc2)cc1OC,9%,-1%,-2%,14%,-0.53,0.0017,-0.47,0.15,0%,-0.7%,18%,2%
O=C(COS(=O)c1ccccc1)Nc1cc(Cl)ccc1N1CCOCC1 (stereo unspecified),7%,-9%,-1%,8%,-0.57,-0.3,-0.31,0.46,2%,-10%,5%,-5%
C/C=C/C=C\C(=O)Nc1cccc(C2=NOC3(C2)C[C@@H](C(N)=O)N(C(=O)c2cc([N+](=O)[O-])cc([N+](=O)[O-])c2)C3)c1 (stereo partly specified),3%,39%,6%,x,0.18,-0.8,0.17,-0.43,-2%,x,x,-8%
CC(C1CC2CCC1C2)N1CC(O)=C(c2nc3ccccc3[nH]2)C1=N (stereo unspecified),-20%,5%,-10%,x,0.77,-0.18,0.36,-0.19,3%,x,x,-2%
COCCNC(=O)COC(=O)c1cccnc1SC,1%,-3%,0%,-6%,0.53,0.3,0.34,-0.88,1%,1.9%,-6%,-5%
C=CCNc1nc(-c2sc(NC(C)=O)nc2C)cs1,-1%,10%,-1%,4%,-1.5,0.084,-0.55,1.1,19%,-1.4%,6%,-8%
COc1ccc(C(=O)NC(=S)NCCc2ccccc2)cc1,1%,7%,17%,5%,-0.23,-0.31,0.19,0.67,-6%,-10%,16%,3%
COCCn1c(SCc2nc3ccccc3c(=O)[nH]2)nnc1-c1ccncc1,-1%,7%,3%,7%,0.66,-0.13,0.64,-0.6,5%,-2.2%,11%,-1%
COc1ccc(-c2nnc(SCc3nnc(-c4cccs4)o3)n2CC2CCCO2)cc1 (stereo unspecified),20%,0%,1%,3%,-0.051,-0.16,0.14,-0.028,-3%,-1.2%,14%,-7%
CC(NC(=O)c1ccc(N(C)C)cc1)C1CC2CCC1C2 (stereo unspecified),-3%,8%,-3%,-5%,-0.95,-0.085,-0.31,1.9,-8%,-3.5%,-5%,-7%
CC1CC(Nc2ccccc2)c2ccccc2N1C(=O)c1ccncc1 (stereo unspecified),6%,-14%,2%,3%,0.33,-0.12,0.19,-0.25,2%,-2.5%,1%,-4%
COC(=O)C(NC(=O)c1ccccc1)(Nc1nc(C)cs1)C(F)(F)F (stereo unspecified),5%,-7%,3%,-1%,1.7,-0.43,0.54,-0.39,6%,-3.1%,1%,-7%
Cc1cc(=O)[nH]c(=S)n1-c1ccccc1,1%,-26%,0%,11%,0.24,-0.24,-0.15,0.24,3%,-4.3%,11%,2%
CCOc1ccccc1NC(=O)c1cccc2c1C(=O)N(CCOC)C2,12%,-3%,5%,8%,-0.41,-0.24,-0.15,0.11,-1%,-5.1%,10%,-7%
N#C/C(=C/c1ccc(-c2ccc(S(N)(=O)=O)cc2)o1)C(=O)Nc1ccccc1,6%,17%,9%,-4%,-0.15,-0.23,-0.31,0.49,6%,-5.4%,11%,0%
COc1ccc(OC)c(S(=O)(=O)N(C)CC(=O)O)c1,-9%,-5%,4%,10%,0.34,-0.25,0.35,0.84,0%,-18%,-5%,-6%

# An excerpt from above, reduced to Siah-1 displacement:
compound | Siah-1 displacement
COc1ccc(C(=O)NC(=S)NCCc2ccccc2)cc1 | 17%
COCCn1c(SCc2nc3ccccc3c(=O)[nH]2)nnc1-c1ccncc1 | 3%

# (continued)
structure,M1AAP inhibition,AID2073,Siah-1 displacement,PMI inhibition,Dynein transport,Dynein transport cytoplasmic EGFP,Dynein transport nuclear GR-EGFP,Dynein transport cell count,P. falciparum M17LAP,XIAP displacement,PMI inhibitors,LYP phosphatase
Cc1ccccc1Cn1ccc(NC(=O)CCSc2nc(-c3ccco3)cc(C(F)(F)F)n2)n1,-6%,11%,-2%,9%,-0.55,-0.25,0.24,-0.25,15%,-0.3%,8%,-4%
O=C(O/N=C1/CCCc2occc21)c1ccc(Cl)cc1Cl,5%,-4%,0%,x,-0.76,-0.27,-0.0087,2,-4%,x,x,-3%
CC(C)(C)c1ccc(C(=O)c2c[nH]c(C(=O)NCCCN3CCOCC3)c2)cc1,1%,4%,1%,4%,x,x,x,x,-13%,-4.6%,8%,3%
O=C(Nc1nc(-c2nc3ccccc3s2)cs1)c1ccco1,2%,-9%,9%,-17%,-0.91,-0.16,-0.27,0.34,-11%,-7.3%,-16%,-8%
NC(=O)C1CCN(C(=O)CSc2ccccn2)CC1,3%,12%,-1%,0%,0.22,-0.23,0.37,0.89,-6%,-9.5%,2%,-1%
CC(C)(C)NC(=O)NC(=O)CN1CCN(S(=O)(=O)c2ccc3c(c2)OCCO3)CC1,x,6%,-2%,x,1.8,-0.71,0.83,-1.2,x,x,x,-6%
CCOC(=O)Cc1nnc(NC(=O)c2ncn[nH]2)s1,-7%,7%,-2%,-9%,1.1,0.025,0.88,-2.2,11%,-1.3%,0%,-8%
CN(C(=O)CCc1nnc(CCCCc2ccccc2)o1)C1CC(C)(C)NC(C)(C)C1,8%,0%,7%,1%,-0.69,-0.24,-0.55,1.3,11%,-3.4%,1%,-4%
Cc1ccc(N2NC(=O)/C(=C\c3cc4c(cc3[N+](=O)[O-])OCO4)C2=O)cc1C,10%,26%,47%,10%,-0.35,-0.3,-0.5,0.5,25%,-1.8%,-1%,2%
CC(=O)Nc1ccc(-c2cc(-c3ccccc3)nc(-c3ccccc3)n2)cc1,-1%,9%,6%,11%,-1.1,-0.26,-0.33,1.8,10%,-7.1%,21%,-3%
N=c1c(C(=O)NCc2ccccc2)cc2c(=O)n3ccccc3nc2n1Cc1ccco1,u,41%,21%,-2%,-3.2,0.14,-1.9,2.1,-2%,2.2%,3%,1%
Cc1ccc(-n2ncc3c(=O)n(CC(=O)N4CCCCCC4)cnc32)cc1,6%,6%,0%,0%,1.7,-0.25,1.2,-0.64,2%,-6.6%,-2%,-7%
O=C(COc1ccc(Cl)cc1[N+](=O)[O-])N1CCCCC1,15%,3%,-5%,-11%,-0.11,-0.091,0.44,-0.35,15%,-4.8%,-9%,-2%
Cc1cc(NS(=O)(=O)c2ccc(Nc3nc(-c4sc(C)nc4C)cs3)cc2)no1,24%*,5%,-7%,3%,0.23,-0.2,0.6,1.1,6%,-7.5%,8%,-4%
NNC(=O)CC(=O)NC1(Cc2ccc(O)cc2)CCCCC1,13%,1%,-5%,-1%,0.86,-0.19,0.62,-0.2,6%,-7.6%,7%,-12%
CCCOC(=O)/C(C)=N\NC(=O)c1ccco1,4%,-3%,-2%,-7%,-1.1,0.062,-0.38,0.73,2%,-7.8%,-8%,-10%
Cc1nc2scc(-c3cccs3)c2c(=O)o1,7%,6%,-4%,-1%,0.49,-0.14,0.59,-1.2,23%,-5.6%,2%,-7%
O=C(CC(C(=O)O)C1CCCO1)NCCc1ccc2c(c1)OCO2 (stereo unspecified),3%,-1%,2%,6%,-0.13,-0.24,0.023,0.063,18%,-4.7%,5%,-6%
COc1ccc(CNC(=O)NC2CCCCC2)cc1,-1%,9%,2%,-11%,-0.32,-0.082,0.14,0.78,3%,2.3%,-8%,-7%
COc1ccc(C2=NCN(c3ccc(C)cc3)C(=S)N2)cc1,11%,-2%,1%,-3%,1.2,-0.043,0.81,-1.6,11%,-1.4%,-7%,-2%

# Screening data from PubChem BioAssay.
